Compound activity as filed in PubChem.
STEP block = inhibitors of human striatal-enriched phosphatase STEP | P54829 | recombinant STEP, OMFP fluorogenic substrate, fluorescence | inhibition, % at 20 µM | hit rate 0.25% among 360,000;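 active = inhibition at 20 µM, scaled per plate between control wells, above about 37%, limit read from the data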;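 note: 0% = DMSO with enzyme and substrate and 100% = substrate only without enzyme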
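System: STEP (striatal-enriched tyrosine phosphatase) enzyme, cell-free; medium: Bis-Tris pH 6.0 buffer with DTT, detergent; dosing: 20 µM, 1% DMSO; times: reaction 20 min, ambient temperature; detection: fluorescence, 480/540 nm; read-out basis: normalized % inhibition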
DNMT1 inh = blocks human DNA methyltransferase DNMT1; inhibition (reported as % activation of signal), % at 10 µM; AID 588458; DNMT1 molecular beacon, Hinp1I cleavage, fluorescence; hit rate 0.83% among 360,000; P26358; in the data active = inhibition above about 50%
Target sequence (P26358 504-1616 limits assumed): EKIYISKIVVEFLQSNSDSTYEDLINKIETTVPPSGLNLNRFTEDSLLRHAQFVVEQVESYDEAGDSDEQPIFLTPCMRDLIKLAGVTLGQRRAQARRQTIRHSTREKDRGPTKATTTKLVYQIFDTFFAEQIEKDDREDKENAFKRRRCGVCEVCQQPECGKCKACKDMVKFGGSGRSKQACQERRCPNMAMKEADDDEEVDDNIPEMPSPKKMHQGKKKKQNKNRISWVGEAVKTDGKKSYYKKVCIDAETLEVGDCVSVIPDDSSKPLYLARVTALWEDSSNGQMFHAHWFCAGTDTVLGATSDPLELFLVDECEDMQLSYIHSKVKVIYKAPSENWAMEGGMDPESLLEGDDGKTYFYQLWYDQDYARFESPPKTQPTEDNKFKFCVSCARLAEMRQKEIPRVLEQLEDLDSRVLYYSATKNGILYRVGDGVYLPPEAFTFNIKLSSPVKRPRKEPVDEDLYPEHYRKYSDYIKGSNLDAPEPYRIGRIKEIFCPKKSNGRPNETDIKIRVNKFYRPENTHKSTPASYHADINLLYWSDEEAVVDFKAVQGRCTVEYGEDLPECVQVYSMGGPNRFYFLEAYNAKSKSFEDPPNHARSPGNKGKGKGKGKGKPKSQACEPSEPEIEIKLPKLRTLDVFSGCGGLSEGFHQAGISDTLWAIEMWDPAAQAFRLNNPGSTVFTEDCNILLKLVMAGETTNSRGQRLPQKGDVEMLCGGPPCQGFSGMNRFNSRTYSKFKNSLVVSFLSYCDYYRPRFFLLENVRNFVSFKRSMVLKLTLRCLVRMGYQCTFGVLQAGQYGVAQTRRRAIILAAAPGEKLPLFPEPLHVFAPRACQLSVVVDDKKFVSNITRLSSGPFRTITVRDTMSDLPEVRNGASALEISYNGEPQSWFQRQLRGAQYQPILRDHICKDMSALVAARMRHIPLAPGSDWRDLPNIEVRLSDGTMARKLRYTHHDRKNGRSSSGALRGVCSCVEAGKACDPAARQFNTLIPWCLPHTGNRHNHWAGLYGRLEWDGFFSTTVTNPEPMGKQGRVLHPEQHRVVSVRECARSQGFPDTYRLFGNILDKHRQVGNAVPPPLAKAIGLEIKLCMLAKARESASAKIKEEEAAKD
Neddyl block = blocks human cullin neddylation; P61081+Q13564; TR-FRET cullin neddylation, biochemical; calls only at 25 µM; hit rate 0.58% among 360,000; AID 651699; in the data active = inhibition above about 36%
Rin1 Abl inh = inhibitors of human Rin1-Abl protein interaction; TR-FRET Rin1/Abl binding, biochemical; inhibition, % at 7.35 µM; P00519+Q13671; hit rate 0.4% among 360,000; in the data active = inhibition above about 5%, passing the limit was not always enough
Scp-1 inhibitor = Scp-1 (human) phosphatase inhibition. Q9GZU7. inhibition, % at 20 µM. Recombinant Scp1, phosphopeptide, malachite green phosphate absorbance. AID 493091. hit rate 0.88% among 340,000;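 active = inhibition above about 50% at 20 µM, limit read from the data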;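 note: plate controls were DMSO wells with enzyme for no effect and wells lacking enzyme for full effect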
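Times: enzyme reaction 45 min at room temperature, colour 5 min, stabilisation 30 min. Material: SCP-1 catalytic fragment, aa 76-261. Medium: Acidic Tris acetate buffer with magnesium and detergent. Signal: colorimetric free-phosphate detection, absorbance 630 nm. Read-out basis: % inhibition of SCP-1 phosphate liberation. Reagent: Phosphorylated 17-residue peptide substrate.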
Rpn11 block = blocks the human proteasome subunit Rpn11; O00487; hit rate 0.59% among 360,000; calls only at 20 µM; human 26S proteasome, Ub4-pepOG fluorescence polarization; 20S core pre-blocked with epoxomicin; AID 588493;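 active = inhibition at 20 µM, scaled to each plate's controls, above about 33%, limit read from the data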
NadD inh = inhibitors of Staphylococcus aureus NadD. hit rate 0.78% among 360,000. purified NadD enzyme, colorimetric absorbance read-out. inhibition, % at 20 µM; in the data active = inhibition above about 26%; note: some compounds past the cut are filed as inactive
CSN deneddyl inh = CSN deneddylation inhibition. inhibition, % at 12.5 µM. hit rate 0.38% among 360,000. Purified CSN, SCF-Nedd8-OG deneddylation, fluorescence polarization. Q92905;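 active = pattern-corrected inhibition above about 35%, with an unprinted fluorescence ratio check between 0.5 and 1.5, limit read from the data, passing the limit was not always enough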;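 note: 0% = enzyme with substrate and 100% = substrate without enzyme; some results filed as inactive read as strong as hits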
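Assay system: Purified human Csn5 enzyme expressed in HEK293T cells | Amount: Enzyme 0.24 nM | Measured by: Fluorescence polarization readout | Medium: Tris/NaCl/DTT buffer, pH 7.5 | Compound dosing: One concentration, 12.5 µM, 0.25% DMSO | Times: 90 min incubation of compound, enzyme and substrate at room temperature | Control set: no-enzyme wells high, enzyme-with-substrate wells low | Read-out: % inhibition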
SUMO1 PPI mod = SUMO1-SIM interaction modulation | P63165 | hit rate 0.33% among 360,000 | inhibition, % at 20 µM | SUMO1 binding to a labelled peptide, TR-FRET, 1 h | AID 602429; in the data active = inhibition above about 37%
LMPTP block = blocks human LMPTP phosphatase; hit rate 0.22% among 360,000; inhibition, % at 20 µM; recombinant LMPTP-A, OMFP fluorogenic substrate, fluorescence intensity; P24666;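 active = compounds that cut the enzyme signal by at least half of the control window in the single-dose screen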;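 note: plate controls were DMSO wells with enzyme plus substrate for no effect and substrate without enzyme for full effect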
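Test system: LMPTP-A, protein tyrosine phosphatase of low molecular weight; Input: 0.625 nM enzyme; Incubation: 50 min dark incubation at room temperature; Signal: endpoint fluorescence intensity from OMFP dephosphorylation; Read-out basis: % inhibition versus control wells.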
* hit, by the source's call.

Screening COc1ccccc1N1CCN(C(=O)CSc2nc3ccccc3[nH]2)CC1 returned STEP block -1, DNMT1 inh 1, Neddyl block inactive, Rin1 Abl inh 0, Scp-1 inhibitor 2, Rpn11 block inactive, NadD inh 13, CSN deneddyl inh -2, SUMO1 PPI mod 1 and LMPTP block 1.3.
For CCn1c(SCC(=O)Nc2cccc(OC)c2)nc2c(c1=O)SCC2 the results were STEP block 6, DNMT1 inh 1, Neddyl block inactive, Rin1 Abl inh 6, Scp-1 inhibitor -6, Rpn11 block inactive, NadD inh -3, CSN deneddyl inh 1, SUMO1 PPI mod -2 and LMPTP block -0.2.
For C=CCc1ccc(OCCOCCOc2ccc(C)cc2[N+](=O)[O-])c(OC)c1 the results were STEP block 5, DNMT1 inh 5, Neddyl block inactive, Rin1 Abl inh 1, Scp-1 inhibitor -20, Rpn11 block inactive, NadD inh -4, CSN deneddyl inh -6, SUMO1 PPI mod -5 and LMPTP block 2.7.
Screening CCOC(=O)CSC1=C(C#N)C(c2ccc(OC)cc2)C2=C(CC(C)(C)CC2=O)N1 (stereo not given) returned STEP block 1, DNMT1 inh -5, Neddyl block inactive, Rin1 Abl inh -1, Scp-1 inhibitor 3, Rpn11 block inactive, NadD inh -2, CSN deneddyl inh -5, SUMO1 PPI mod -8 and LMPTP block 1.2.
For CN(C)S(=O)(=O)n1cnc(-c2ccccc2)c1-c1ccccc1 the results were STEP block -2, DNMT1 inh 0, Neddyl block inactive, Rin1 Abl inh 1, Scp-1 inhibitor 0, Rpn11 block inactive, NadD inh -4, CSN deneddyl inh -6, SUMO1 PPI mod 0 and LMPTP block 0.5.
`O=C(CN1C(=O)c2ccccc2S1(=O)=O)Nc1cc(S(=O)(=O)N2CCCCC2)ccc1Cl` gave STEP block 4, DNMT1 inh -1, Neddyl block inactive, Rin1 Abl inh 2, Scp-1 inhibitor -10, Rpn11 block inactive, NadD inh 14, CSN deneddyl inh 1, SUMO1 PPI mod 1 and LMPTP block 1.1.
Screening O=C(Nc1ccc(Cl)c(Cl)c1)N(CCCN1CCOCC1)Cc1cccs1 returned STEP block 1, DNMT1 inh -5, Neddyl block inactive, Rin1 Abl inh -1, Scp-1 inhibitor 0, Rpn11 block inactive, NadD inh -2, CSN deneddyl inh -3, SUMO1 PPI mod -7 and LMPTP block -0.4.
Screening O=C(NCc1ccc(F)cc1)N1CCc2ccccc2C1 returned STEP block 0, DNMT1 inh 4, Neddyl block inactive, Rin1 Abl inh -3, Scp-1 inhibitor -3, Rpn11 block inactive, NadD inh -2, CSN deneddyl inh -4, SUMO1 PPI mod 5 and LMPTP block -0.4.
Screening COc1ccc(CN(C)CC(=O)NC(=O)NC2CCCCC2)cc1 returned STEP block 1, DNMT1 inh -4, Neddyl block inactive, Rin1 Abl inh -1, Scp-1 inhibitor -8, Rpn11 block inactive, NadD inh -9, CSN deneddyl inh -3, SUMO1 PPI mod 2 and LMPTP block -0.8.
For CC1(C)CC2CC(C)(CN2C(=O)COC(=O)c2n[nH]c(=O)c3ccccc23)C1 (stereo not given) the results were STEP block -2, DNMT1 inh 0, Neddyl block inactive, Rin1 Abl inh -5, Scp-1 inhibitor -7, Rpn11 block inactive, NadD inh 13, CSN deneddyl inh 2, SUMO1 PPI mod -6 and LMPTP block 0.9.
Cc1ccc(N=C2NC(=O)/C(=C\c3ccsc3)S2)c(C)c1 was read as STEP block -1, DNMT1 inh 4, Neddyl block inactive, Rin1 Abl inh 1, Scp-1 inhibitor -8, Rpn11 block inactive, NadD inh 8, CSN deneddyl inh -1, SUMO1 PPI mod -13 and LMPTP block 4.6.
`N#CCSc1ncnc2sc3c(c12)CCC3` gave STEP block 1, DNMT1 inh 48, Neddyl block inactive, Rin1 Abl inh -2, Scp-1 inhibitor 68*, Rpn11 block inactive, NadD inh 11, CSN deneddyl inh 38*, SUMO1 PPI mod 19 and LMPTP block 34.
Screening CC1CCN(S(=O)(=O)c2cc(F)ccc2CN2C(=O)c3cccnc3C2=O)CC1 returned STEP block 1, DNMT1 inh 1, Neddyl block inactive, Rin1 Abl inh -3, Scp-1 inhibitor 12, Rpn11 block inactive, NadD inh 4, CSN deneddyl inh -1, SUMO1 PPI mod -20 and LMPTP block -0.9.
`Cc1ccccc1Nc1cccc2nonc12` gave STEP block -2, DNMT1 inh -2, Neddyl block inactive, Rin1 Abl inh -1, Scp-1 inhibitor -13, Rpn11 block active, NadD inh -5, CSN deneddyl inh 11, SUMO1 PPI mod -18 and LMPTP block 2.6.
Nc1nnnn1CC(=O)N/N=C/c1cc([N+](=O)[O-])ccc1O was read as STEP block -1, DNMT1 inh 0, Neddyl block inactive, Rin1 Abl inh 0, Scp-1 inhibitor -3, Rpn11 block inactive, NadD inh 2, CSN deneddyl inh -18, SUMO1 PPI mod -6 and LMPTP block -1.4.
Screening N#CC1(NC(=O)CN2C(=O)NC3(CCCCCC3)C2=O)CCCCC1 returned STEP block -4, DNMT1 inh 2, Neddyl block inactive, Rin1 Abl inh 5, Scp-1 inhibitor -5, Rpn11 block inactive, NadD inh 5, CSN deneddyl inh -5, SUMO1 PPI mod 19 and LMPTP block -2.2.
CCOC(=O)c1[nH]c2ccccc2c1NC(=O)CC(C)(C)C was read as STEP block -2, DNMT1 inh -1, Neddyl block inactive, Rin1 Abl inh -1, Scp-1 inhibitor -10, Rpn11 block inactive, NadD inh -3, CSN deneddyl inh 1, SUMO1 PPI mod 0 and LMPTP block -1.0.
COc1ccc(N2CCN(C(=O)c3ccc(NS(=O)(=O)c4ccc(F)cc4)cc3)CC2)cc1 was read as STEP block 6, DNMT1 inh 6, Neddyl block inactive, Rin1 Abl inh 0, Scp-1 inhibitor 1, Rpn11 block inactive, NadD inh 1, CSN deneddyl inh 2, SUMO1 PPI mod 9 and LMPTP block 1.4.
`O=C(Nc1ccccc1)c1cc(N2CCOCC2)nc2ccccc12` gave STEP block 2, DNMT1 inh -3, Neddyl block inactive, Rin1 Abl inh -1, Scp-1 inhibitor -3, Rpn11 block inactive, NadD inh 3, CSN deneddyl inh 4, SUMO1 PPI mod 4 and LMPTP block 1.7.
`Cc1cc(Cl)ccc1OC(C)C(=O)NCCCn1ccnc1` (stereo not given) gave STEP block -5, DNMT1 inh -1, Neddyl block inactive, Rin1 Abl inh -3, Scp-1 inhibitor -11, Rpn11 block inactive, NadD inh -1, CSN deneddyl inh -1, SUMO1 PPI mod -2 and LMPTP block -1.3.
`COc1cccc(NC(=O)CSc2nccn(-c3ccc4c(c3)OCCO4)c2=O)c1` gave STEP block 1, DNMT1 inh 1, Neddyl block inactive, Rin1 Abl inh -1, Scp-1 inhibitor -4, Rpn11 block inactive, NadD inh -6, CSN deneddyl inh 0, SUMO1 PPI mod -32 and LMPTP block -0.1.
COc1ccc(C(=O)OCC(=O)NCc2ccco2)cc1OC was read as STEP block 2, DNMT1 inh 29, Neddyl block inactive, Rin1 Abl inh 0, Scp-1 inhibitor 56*, Rpn11 block inactive, NadD inh 8, CSN deneddyl inh 8, SUMO1 PPI mod 11 and LMPTP block 3.8.
Screening OCCCNC(c1ccccc1)c1ccc(O)cc1 (stereo not given) returned STEP block 4, DNMT1 inh -3, Neddyl block inactive, Rin1 Abl inh 0, Scp-1 inhibitor -2, Rpn11 block inactive, NadD inh -6, CSN deneddyl inh -4, SUMO1 PPI mod -3 and LMPTP block 0.0.
CCOC(=O)Cc1ccc(Nc2nc(NCCOC)nc3ccsc23)cc1 was read as STEP block 1, DNMT1 inh 2, Neddyl block inactive, Rin1 Abl inh -3, Rpn11 block inactive, NadD inh 3, CSN deneddyl inh -1, SUMO1 PPI mod 0 and LMPTP block 42.
For CC(=O)N/N=C/c1ccc(OCCOc2ccc(Br)cc2)cc1 the results were STEP block -2, DNMT1 inh -3, Neddyl block inactive, Rin1 Abl inh -3, Scp-1 inhibitor -12, Rpn11 block inactive, NadD inh -2, CSN deneddyl inh -2, SUMO1 PPI mod 0 and LMPTP block 0.5.
Screening C=CCSc1nnc(NC(=O)CCNC(=O)c2ccccc2Cl)s1 returned STEP block 4, DNMT1 inh 3, Neddyl block inactive, Rin1 Abl inh 0, Rpn11 block inactive, NadD inh -5, CSN deneddyl inh 3, SUMO1 PPI mod 3 and LMPTP block -1.4.
CN=C1SC(C(=O)Nc2ccccc2Cl)CC(=O)N1c1ccc(OC(F)(F)Cl)cc1 (stereo not given) was read as STEP block 3, DNMT1 inh 1, Neddyl block inactive, Rin1 Abl inh 0, Scp-1 inhibitor -2, Rpn11 block inactive, NadD inh -4, CSN deneddyl inh 2, SUMO1 PPI mod -4 and LMPTP block -1.9.
Screening CCOC(=O)c1cnc2ccc(OCC)cc2c1NCCCN1CCOCC1 returned STEP block 3, DNMT1 inh 1, Neddyl block inactive, Rin1 Abl inh 0, Scp-1 inhibitor -6, Rpn11 block inactive, NadD inh 0, CSN deneddyl inh 2, SUMO1 PPI mod -19 and LMPTP block -3.4.
